# MITF inh – human MITF inhibition, primary screen; O75030; AlphaScreen MITF homodimerization, bead proximity signal; inhibition, % at 2.6 µM; 650,000 tested, 0.91% active; AID 1259374; in the data active means inhibition above about 50%;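 further: 0% = vehicle wells with protein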
# Target sequence (O75030 whole entry, looked up): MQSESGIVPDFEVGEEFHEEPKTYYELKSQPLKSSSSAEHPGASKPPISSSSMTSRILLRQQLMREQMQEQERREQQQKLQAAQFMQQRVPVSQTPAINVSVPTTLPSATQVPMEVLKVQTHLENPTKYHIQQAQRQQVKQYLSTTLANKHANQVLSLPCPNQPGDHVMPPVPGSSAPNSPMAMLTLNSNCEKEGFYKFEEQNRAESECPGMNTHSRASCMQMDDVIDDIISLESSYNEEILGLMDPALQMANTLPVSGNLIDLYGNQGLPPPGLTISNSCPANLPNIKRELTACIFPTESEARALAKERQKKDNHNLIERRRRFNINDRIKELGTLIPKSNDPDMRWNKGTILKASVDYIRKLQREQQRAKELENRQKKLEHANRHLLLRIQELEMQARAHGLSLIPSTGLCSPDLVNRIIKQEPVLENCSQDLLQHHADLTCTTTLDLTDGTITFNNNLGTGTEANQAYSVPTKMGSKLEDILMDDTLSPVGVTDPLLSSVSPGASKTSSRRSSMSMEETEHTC
# TEAD-YAP inh – TEAD-YAP interaction inhibition. HEK-TIYL cells, TEAD-Gal4/YAP UAS-luciferase luminescence. inhibition, % at 9.12 µM. 640,000 tested, 1.4% active. AID 1259422; in the data active means inhibition above about 32%;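 further: 0% = median of test compound wells and 100% = reference inhibitor wells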
# GPR151 ag – activators of human GPR151; activation, % at 11.2 µM; 650,000 tested, 1% active; AID 1508602; Q8TDV0; PathHunter beta-arrestin GPR151 cells, luminescence; in the data active means activation above about 4.9%;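 further: 0% = median of compound wells and 100% = cells with positive control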
# Target sequence (Q8TDV0 whole entry, looked up): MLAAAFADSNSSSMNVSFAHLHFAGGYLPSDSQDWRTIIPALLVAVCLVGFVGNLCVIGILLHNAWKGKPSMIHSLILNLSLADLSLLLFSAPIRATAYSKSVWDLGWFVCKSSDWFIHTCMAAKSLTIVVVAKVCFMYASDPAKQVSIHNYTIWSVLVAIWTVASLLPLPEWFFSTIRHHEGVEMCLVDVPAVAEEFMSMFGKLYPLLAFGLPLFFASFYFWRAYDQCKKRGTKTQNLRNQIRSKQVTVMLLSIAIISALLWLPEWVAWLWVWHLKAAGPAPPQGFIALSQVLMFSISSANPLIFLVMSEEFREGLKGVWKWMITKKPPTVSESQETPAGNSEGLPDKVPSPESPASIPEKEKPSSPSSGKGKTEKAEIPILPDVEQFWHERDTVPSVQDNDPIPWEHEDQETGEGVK
# FBW7 act – activators of human E3 ligase FBW7; Q969H0; AlphaScreen FBW7–phospho-cyclin E peptide binding, activator screen; normalized activity (activation), % at 26.1 µM; 650,000 tested, 0.13% active; in the data active means normalized activity above about 1.9%;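 further: purified mutant Fbw7 with reduced substrate affinity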
# An asterisk follows results filed as active; & = joins results of further samples.
# Every second line gives: TEAD-YAP inh, MITF inh, GPR151 ag, FBW7 act
CCCn1c(=O)c2c(nc3n(-c4ccccc4C)c(C)cn23)n(C)c1=O
    1, 11, 1.1, 0.1
CN(C(=O)c1cnc(N2CCN(c3ncccn3)CC2)c2ccccc12)c1ccc(Cl)cc1
    2, 9, 2.5, 0.1
Cn1c(/C=C/N(c2ccccc2)c2ccccc2)c([N+](=O)[O-])c(=O)n(C)c1=O
    -5, -17, -0.5, 0.6
N#Cc1ccccc1OCC(=O)Nc1ccc(-c2ccccc2)cc1
    7, 8, 0.4, 0.0
CCCCN(CC)C(=O)c1sc2ncn(C)c(=O)c2c1C
    -5, -5, -0.9, -0.1
Cc1ccccc1CSC1=NCCN1S(=O)(=O)c1ccc([N+](=O)[O-])cc1
    -5, 13, 1.6, 0.2
COc1ccc(/C(C)=N/NC(=O)c2cc3ccccc3cc2O)c(F)c1
    -3, -10, 1.3, -0.2
CCn1cccc(-c2nnc(SCC(=O)c3ccc(Cl)cc3)n2C)c1=O
    -7, 0, 0.4, -0.1
O=C(CSc1nc2ccccc2s1)Nc1ccc(Cl)cc1[N+](=O)[O-]
    -1, 13, 0.8, -0.5
CN1C(=O)/C(=C\N2CCCCC2)C(=O)NC1=S
    6, 7, -0.2, 0.0
CC(=O)Nc1cc(Br)c2c(c1)OCCO2
    -2, 18, -0.4, 0.1
CC1(C)CC(NC(=S)Nc2cccc(F)c2)CC(C)(C)N1
    0, 18, 1.6, 0.0
Cc1ccccc1NC(=S)N(Cc1cccnc1)Cc1ccccc1Cl
    0, 24, -0.7, -0.2
COc1cc(OC)c(NC(=O)c2cn(-c3ccc(Cl)cc3)c(=O)c3ccccc23)cc1Cl
    2, 2, 1.2, -0.2
Cc1cc(C)cc(NC(=O)C2C3C=CC4(O3)C2C(=O)N(Cc2ccccc2F)C4C(=O)NC2CCCC(C)C2C)c1 (centres undefined)
    -1, 11, 1.0, 0.4
CCOC(=O)C1=C(C)N=c2s/c(=C\c3cc(I)c(OC)c(OC)c3)c(=O)n2C1c1ccc(Cl)cc1 (centres undefined)
    2, 9, 1.1, -0.1
O=C(c1ccc(N2CCCC2)cc1)c1cccc(F)c1
    -44, -4, -0.7, 0.5
CC1CCC2C(=O)N(Cc3ccco3)C(=O)C2C1 (centres undefined)
    -5, 6, -0.4, 0.1
CN(C)c1ccc(/C=N/NC(=O)c2cccc(Cl)c2)cc1
    -52, 12, -3.0, -0.1
Cc1cc(C)c2[nH]c(=O)c(CN(CC3CCCO3)C(=O)C3CCCO3)cc2c1 (centres undefined)
    0, 3, -0.6, -0.1

# Individual results from the entries so far.
# MITF inh, O=C(c1ccc(N2CCCC2)cc1)c1cccc(F)c1 reads -4
# TEAD-YAP inh, Cn1c(/C=C/N(c2ccccc2)c2ccccc2)c([N+](=O)[O-])c(=O)n(C)c1=O reads -5
# MITF inh, CCCn1c(=O)c2c(nc3n(-c4ccccc4C)c(C)cn23)n(C)c1=O reads 11
# FBW7 act, CCOC(=O)C1=C(C)N=c2s/c(=C\c3cc(I)c(OC)c(OC)c3)c(=O)n2C1c1ccc(Cl)cc1 (centres undefined) reads -0.1
# GPR151 ag, CC(=O)Nc1cc(Br)c2c(c1)OCCO2 reads -0.4
# FBW7 act, CCCCN(CC)C(=O)c1sc2ncn(C)c(=O)c2c1C reads -0.1

# Other results follow:
# Every second line gives: TEAD-YAP inh, MITF inh, GPR151 ag, FBW7 act
Cc1cccc(-c2cnc(C)nc2C2CCCN(C(=O)c3sc(C)nc3C)C2)c1 (centres undefined)
    1, 24, -1.6, 1.1
Cc1ccc(C2CC(c3cccs3)n3ncnc3N2)cc1 (centres undefined)
    12, 1, 0.1, 0.0
CCOC(=O)C1=C(C(=O)OCC)SC(=C2C(=S)C(C)(C)N(C(C)=O)c3cc(C)ccc32)S1
    -4, -1, -1.0, -0.5
CCC(Sc1nc(=O)cc(N)n1-c1ccccc1)C(=O)Nc1ccc(Cl)cn1 (centres undefined)
    -3, 12, -1.2, 0.0
Cc1ccc(C(=O)N2CCC(C)CC2)c(F)c1F
    4, -3, -0.9, -0.1
Cc1ccc(CSc2ccc(-c3cccnc3)nn2)cc1
    -41, 11, -0.4, 0.1
CCOc1ccccc1CN1CCNC(=O)C1CC(=O)NCCc1cccc(F)c1 (centres undefined)
    -11, -12, 0.0, -0.1
CCn1c(COc2cccc(C)c2)nnc1SCC(=O)Nc1nc(C)cs1
    -4, 12, 0.1, 0.1
O=C1CSC(c2ccc(F)cc2)N1c1ccc(F)c(Cl)c1 (centres undefined)
    -7, 1, -0.3, -0.2
C#CC(CC)(CC)NC(=O)c1ccc2c(c1)OCO2
    -17, -15, 0.1, -0.1
Nc1ncnc(Nc2cc(C(F)(F)F)ccc2Cl)c1[N+](=O)[O-]
    7, 14, -0.6, 0.2
O=C(CSc1nc2cc(Cl)ccc2s1)NC(=O)CN1CCCC1=O
    -5, 2, -1.3, 0.1
COc1cc(OC)c(OC)cc1/C=C1\N=C(c2cc([N+](=O)[O-])ccc2OC)OC1=O
    -23, -3, -1.2, -0.1
Cc1cc(=O)oc2cc(OC(=O)COc3ccc(Br)cc3)ccc12
    -7, -5, -0.7, 0.3
CCc1ccc2c(c1)c1nnc(SCC(=O)NC(C)C)nc1n2C
    -7, -5, -0.1, 0.0
CCn1c(=NC(=O)c2cccc(N3C(=O)CCC3=O)c2)sc2c(C)ccc(OC)c21
    -11, 4, 1.1, 0.3
Cc1cc(NS(=O)(=O)c2ccccc2)c(C(C)C)cc1O
    -1, 14, -0.2, 0.1
O=C(Nc1cccc2ncccc12)c1ccc(F)cc1
    10, -3, 1.3, -0.1
CN1C(=O)C2(c3ccccc31)C(C(=O)NCCCN1CCOCC1)CC1CCCN12 (centres undefined)
    -3, -2, 2.1, -0.1
CCN(CC)S(=O)(=O)c1ccc(C(=O)OCCN2C(=O)c3cccc4c(N5CCCCC5)ccc(c34)C2=O)cc1
    -4, -8, -1.1, 0.2
COC(=O)C1=c2s/c(=C/c3cccc(OC)c3)c(=O)n2C(N)=C(C#N)C1c1cccc(OC)c1 (centres undefined)
    3, 0, 0.4, -0.1
CC1CN(C)CCC1CCc1ccc(NC(=O)Cn2cnc3c2c(=O)[nH]c(=O)n3C)cc1 (centres undefined)
    -1, 2, 1.1, 0.0
Cc1c(Cl)cccc1Nc1nc(-c2ccccc2Cl)nc2ccccc12
    15, 16, 1.2, 0.1
C[C@@H](O[C@H]1OCCN(Cc2n[nH]c(=O)[nH]2)[C@H]1c1ccc(F)cc1)c1cc(C(F)(F)F)cc(C(F)(F)F)c1
    -6, 16, 0.8, 0.3
COC(=O)c1ccc(NC(=O)CN2Cc3ccccc3C2=O)cc1
    -7, 7, -0.9, 0.0
CC(O)(C(=O)N/N=C\c1c[nH]c2ccccc12)c1ccccc1 (centres undefined)
    0, 7, 1.3, 0.3
N/C(=N\OC(=O)COc1ccc(Cl)cc1Br)c1ccccn1
    23, -11, -2.7, -0.1
CCN(CCn1cccn1)C(=O)CCCn1nnnc1CN1CCC(C)CC1
    -1, 9, 0.5, 0.0
CC1CCCC(NC(=O)C2CC(=O)N(c3ccc(F)c(Cl)c3)C2)C1C (centres undefined)
    3, -5, 0.2, 0.1
COc1ccc(N2CCN(C(c3ccccc3)c3nnnn3C(C)(C)C)CC2)cc1 (centres undefined)
    -8, -1, -0.1, 0.0
NS(=O)(=O)c1cc(C(=O)NCCOc2ccc(Cl)cc2)c(Cl)cc1Cl
    37*, -7, -0.7, -0.2
O=C(Nc1ccc(/C=C\c2ccccc2)cc1)c1cccc(C(=O)Nc2ccc(/C=C\c3ccccc3)cc2)c1
    -20, 14, 3.6, -0.2
COc1cccc(OCC(=O)N2CCCCC2)c1
    -33, 16, -0.2, 0.0
CN(CC(=O)Nc1ncn[nH]1)S(=O)(=O)c1cc(Cl)ccc1Cl
    -1, 9, -2.0, -0.3
Cc1ccccc1-c1ccnc(Nc2ccc(S(N)(=O)=O)cc2)n1
    -13, 2, -0.7, -0.2
O=C(NC1CCN(Cc2ccccc2)CC1)c1cnc(-c2csc3ccccc23)s1
    16, -6, 2.2, 0.1
COc1ccccc1NC(=O)CSc1nc(-c2ccccc2)nc2c1COC(C)(C)C2
    -5, 11, 0.5, -0.2
CC(=O)Nc1ccc(C(=O)OCC(=O)Nc2ccc([N+](=O)[O-])cc2C(F)(F)F)cc1
    0, 5, -0.4, -0.1
CC(=O)Cn1nc([N+](=O)[O-])n2ncnc12
    1, -11, -0.6, -0.4
Cc1ccc2nc(C)cc(Nc3cccc(Cl)c3)c2c1
    13, 0, -0.6, -0.1
Nc1sc2c(c1C(=O)NC1CCS(=O)(=O)C1)CCCC2 (centres undefined)
    -5, -4, -1.2, -0.2
CCCCc1ccc(S(=O)(=O)NNC(=O)Nc2ccc3c(c2)OCO3)cc1
    -13, 21, 1.4, 0.1
CCN(CCO)C(=O)CN1C(=O)/C(=C/c2ccc(OC)c(OC)c2)SC1=S
    -8, -2, -1.6, 0.4
CCc1cccc(C)c1NC(=O)COc1ccc(Br)cc1Br
    -6, -2, 0.2, -0.1
O=C1CC2(CCN(C(=O)NC3CCCCC3)CC2)Oc2ccc(F)cc21
    6, 11, 0.3, 0.2
CCOC(=O)c1cccc(N2Cc3ccncc3C2=O)c1
    -1, 7, 0.2, 0.0
Cc1ccc(N2C(=O)CC(N3CCc4ccccc4C3)C2=O)cc1 (centres undefined)
    -1, 4, -1.4, -0.2
CCC(C(=O)NNC(=O)c1cnccn1)c1ccccc1 (centres undefined)
    4, 1, -0.7, -0.2
COc1cccc(CC2(CO)CCN(C(=O)CCc3c(C)nn(C)c3C)CC2)c1
    -2, 9, -0.8, -0.1
CCOc1ccc(-n2c(CNC(=O)COc3ccccc3)nnc2SCC(=O)N2N=C(c3cccs3)CC2c2ccc(C)cc2)cc1 (centres undefined)
    3, -2, 0.2, 0.0
O=c1cc(Nc2ccc3c(c2)OCCO3)[nH]c(=O)n1-c1ccc(Cl)cc1
    -5, -3, -0.3, -0.3
CCCN1CC=C2C(C#N)=C(N)C(C#N)(C#N)C(c3cc(OC)ccc3OC)C2C1 (centres undefined)
    -3, 6, 0.0, -0.2
O=C(OCCN1CCN(c2ccc(C(F)(F)F)cc2[N+](=O)[O-])CC1)c1ccc(Cl)cc1
    -3, 14, 0.5, -0.1
O=C(CSc1ncc(CO)n1Cc1ccc(F)cc1)N1CCCCC1
    1, 14, 0.8, -0.1
COc1ccc(OC)c(NC(=O)c2sc3nc4cc(C)ccc4cc3c2N)c1
    -6, -8, -0.1, -0.2
Cc1cccc(NC2=C(Cl)C(=O)N(Cc3ccccc3)C2=O)c1C
    12, 25, -1.0, 0.5
CC(=O)C1=C(C)NC(=O)NC1c1cc2ccc(C)cc2[nH]c1=O (centres undefined)
    6, 12, 1.1, -0.5
COc1ccc(NC(=O)Cn2cnc3c2c(=O)n(C)c(=O)n3C)c([N+](=O)[O-])c1
    5, -5, 0.1, 0.1
CCCn1nnnc1SCC(=O)Nc1cccc(NC(C)=O)c1
    -3, -8, 5.2*, -0.1
C=CCn1c(SCC(=O)NCCCN2CCOCC2)nnc1-c1sc2ccccc2c1Cl
    2, -6, -0.2, 0.0

# Part of the list above in order of molar mass, smallest number first:
# Every second line gives: TEAD-YAP inh, MITF inh, GPR151 ag, FBW7 act
Nc1ncnc(Nc2cc(C(F)(F)F)ccc2Cl)c1[N+](=O)[O-]
    7, 14, -0.6, 0.2
Cc1ccccc1-c1ccnc(Nc2ccc(S(N)(=O)=O)cc2)n1
    -13, 2, -0.7, -0.2
O=c1cc(Nc2ccc3c(c2)OCCO3)[nH]c(=O)n1-c1ccc(Cl)cc1
    -5, -3, -0.3, -0.3

# Going on with the list:
# Every second line gives: TEAD-YAP inh, MITF inh, GPR151 ag, FBW7 act
CCOC(=O)C1=C(C)N=c2s/c(=C\c3ccc(OC(F)F)cc3)c(=O)n2C1c1ccccc1 (centres undefined)
    -1, 9, -1.1, 0.0
CCN(C(=O)c1cc2ccccc2oc1=O)C1CCCCC1
    3, 0, 1.2, 0.0
O=C(NCC1(O)CCCC1)Nc1ccc(F)cc1
    2, 14, -1.2, 0.0
CCOc1ccccc1CN1CCc2nnc(C(C)NC(=O)COc3ccccc3)n2CC1 (centres undefined)
    2, 15, 0.6, -0.1
CC(=O)N1CCN(C(=O)Cn2nc3n(C)c4ccccc4n3c2=O)CC1
    -9, 1, 0.6, -0.1
NC(=O)CSc1nc(N)cc(=O)[nH]1
    2&-4&-7, 23&-2&0, -1.2&0.9&0.4, 0.3&-0.4&0.1
COc1ccc(NC(=O)c2c(NCc3cccnc3)sc3c2CCC3)c(OC)c1
    5, 9, 0.5, 0.0
Nc1ccc(CCc2nc3cc(N)ccc3o2)cc1
    -30, 8, 0.0, 0.1
Oc1c(C(Nc2ccccn2)c2ccccc2F)ccc2cccnc12 (centres undefined)
    84*, 16, -0.7, -1.1
CS(=O)(=O)Nc1ccc(NS(C)(=O)=O)cc1
    -1, 5, -1.0, 0.2
Cc1c(C(=O)N(C)Cc2ccccc2)sc2ncnc(N3CCN(c4ccccn4)CC3)c12
    26, 0, -0.7, 0.1
O=C(CCC(=O)N1CCc2ccccc21)Nc1ccc(I)cc1
    4, 16, 0.8, 0.8
CC1(CCC(=O)N2CCC3(C=Cc4ccccc43)CC2)CCC(=O)N1 (centres undefined)
    0, 12, -0.6, 0.2
O=Cc1ccc(OCC(=O)O)c(I)c1
    12, 10, 4.3, 0.0
O=C(O)c1ccc(N/C=C/C(=O)c2ccc(Br)cc2)cc1
    -11, -6, 1.1, -0.1
CC1CC(Nc2ccccc2)c2ccccc2N1C(=O)c1ccco1 (centres undefined)
    15, 1, -0.1, 0.2
CC(C)C1=NN2C(=N)/C(=C/c3cccs3)C(=O)N=C2S1
    -20, 19, 0.0, -0.1
CC(C)c1ccc(S(=O)(=O)NC2CCS(=O)(=O)C2)cc1 (centres undefined)
    0, -4, 0.9, 0.1
COc1ccc(-n2ncc3c(NCC4CCCO4)ncnc32)cc1 (centres undefined)
    -39, 4, -0.4, 0.1

# Compound activity from PubChem.
